Screens as filed in PubChem BioAssay.
HP1b chromo inh: HTS for Inhibitors of HP1-beta Chromodomain Interactions with Methylated Histone Tails; AlphaScreen HP1-beta / biotin-H3K9me3 peptide binding; Chromobox protein homolog 1 (Homo sapiens), P83916; 390,000 tested, 0.56% active; Potency, µM (doses to about 114 µM), for inactives: top-dose activity change, negative = inhibition, usual class: inhibitors; also: potency is read from the fitted curve at half-maximal effect; nearly all actives have a fitted effect of over 70% in size; inactives centre near 23
Target sequence (P83916 whole entry, looked up): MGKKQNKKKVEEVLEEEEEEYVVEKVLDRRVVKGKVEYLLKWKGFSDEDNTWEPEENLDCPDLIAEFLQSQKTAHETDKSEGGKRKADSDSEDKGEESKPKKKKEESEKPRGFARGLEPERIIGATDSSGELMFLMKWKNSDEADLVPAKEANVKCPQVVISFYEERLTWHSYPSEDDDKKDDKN
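AlphaScreen: HP1-beta (50 nM) preformed 30 min with biotin-H3(1-18)K9me3 peptide (50 nM) in PBS pH 7.4, 0.01% Tween-20. Compound added for 30 min at RT, then streptavidin donor/nickel chelate acceptor beads (10 ug/mL) for 30 min.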
TrxR1 substrate: qHTS Assay for Substrates of Mammalian Selenoprotein Thioredoxin Reductase 1 (TrxR1): qHTS; Potency, µM (series often up to 114 µM), for the others: top-dose activity change, negative = substrate turnover; 390,000 tested, 0.01% active; purified TrxR1 substrate turnover, NADPH consumption readout; also: potency is read from the fitted curve at half-maximal effect; % is scaled to controls: 0 for no effect and ±100 for the full control effect; nearly all actives have a fitted effect of over 50% in size
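Rat TrxR1, dispensed at 90 nM, was prereduced with 400 uM NADPH (final) for 5 min at ~22 deg C, then incubated with compound 15 min before 400 uM selenite. A first-read NADPH fluorescence drop versus no-compound background flagged substrates.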
PGK inhibitor: qHTS Assay to Find Inhibitors of Phosphoglycerate Kinase. Phosphoglycerate kinase, glycosomal (Trypanosoma brucei brucei), P07378. PGK/GAPDH coupled, Kinase-Glo luminescence, 60 min. Potency, µM (top dose mostly 57.5 µM), for the others: at the top dose activity change, negative = inhibition, hits mostly inhibitors. 380,000 tested, 0.043% active. AID 602233, 2012; also: potency is read from the fitted curve at half-maximal effect; % is scaled to controls: 0 for no effect and ±100 for the full control effect; nearly all actives have a fitted effect of over 60% in size
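Recombinant glycosomal PGK reaction used 1,3-bisphosphoglycerate generated in-well by GAPDH (100nM final) in 100mM TEA pH 7.6, 5mM MgCl2, 0.01% Tween-20. After 60 minutes at room temperature, ATP was read by Kinase-Glo Plus luminescence end-point.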
USP1-UAF1 inh: Inhibitors of USP1/UAF1: Primary Screen | Potency, µM (highest dose often 57.1 µM), for the others: top-dose activity change, negative = inhibition, most hits filed as inhibitors | 390,000 tested, 0.23% active | Ubiquitin carboxyl-terminal hydrolase 1 (Homo sapiens), O94782 | recombinant USP1/UAF1, Ub-Rhodamine cleavage fluorescence | AID 743255, 2014; also: potency is read from the fitted curve at half-maximal effect; % is scaled to controls: 0 for no effect and ±100 for the full control effect; nearly all actives have a fitted effect of over 60% in size; inactives centre near -12
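In this screen, compounds sit with the deubiquitinase complex (1nM) for 15 min at room temperature before Ub-Rho is added at 150nM final. Fluorescence rise is then followed for 6 reads every 60 seconds.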
PI4K2A block: qHTS for small molecular inhibitors of PI4K2A | purified PI4K2A, ADP-Glo luminescence, 1 h; hits give low values | 420,000 tested, 0.13% active | activity change, negative = inhibition, % at 76.9 µM | AID 1346378, 2018; in the data active = activity change below about -50%; inconclusive = mostly about -30% to -49%;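 also: -100% = wells without enzyme as full effect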
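ADP-Glo luminescence measured ADP generated by PI4K2A enzyme (4 ug/mL before mixing) with 1.2 mM PI substrate (pre-mix) and 300 microM ATP (pre-mix). Tris pH7.5 buffer with MgCl2, Triton X-100; 1 h reaction at ambient temperature.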
TrxR1 inh: qHTS Assay for Inhibitors of Mammalian Selenoprotein Thioredoxin Reductase 1 (TrxR1): qHTS; Thioredoxin reductase 1, cytoplasmic (Rattus norvegicus), O89049; recombinant rTrxR1, NADPH fluorescence consumption, selenite substrate; Potency, µM (titrated, usually from 114 µM), without a hit: at the top dose activity change, negative = inhibition, actives largely listed as inhibitors; 390,000 tested, 1% active; AID 588453, 2011; also: potency is read from the fitted curve at half-maximal effect; % is scaled to controls: 0 for no effect and ±100 for the full control effect; nearly all actives have a fitted effect of over 65% in size
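Rat TrxR1 (90 nM in the dispensed reagent) was pre-reduced with 400 uM NADPH for 5 min at room temperature, then incubated with compound for 15 min. After 400 uM selenite was added, NADPH fluorescence (Ex 340/Em 450 nm) was followed for 8 min.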
mIDH1 inhibitor: qHTS for Inhibitors of mutant isocitrate dehydrogenase 1 (IDH1): qHTS | Potency, µM (doses to about 76.6 µM), for inactives: at the highest dose activity change, negative = inhibition, most hits filed as inhibitors | IDH1-R132H enzyme, NADPH consumption, diaphorase/resazurin fluorescence | Isocitrate dehydrogenase [NADP] cytoplasmic (Homo sapiens), O75874 | AID 602179, 2012 | 390,000 tested, 0.093% active; also: potency is read from the fitted curve at half-maximal effect; % is scaled to controls: 0 for no effect and ±100 for the full control effect; nearly all actives have a fitted effect of over 65% in size
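IDH1-R132H (0.5 ug/mL dispensed) in pH 7.5 Tris buffer was preincubated 30 min with compound, then given a substrate mix of 0.016 mM NADPH and 2 mM alpha-KG for 80 min at room temperature; remaining NADPH was read by diaphorase/resazurin fluorescence.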
GLS inh: qHTS for Inhibitors of Glutaminase (GLS) | AID 624170, 2012 | Potency, µM (top dose mostly 45.5 µM), for inactives: top-dose activity change, negative = inhibition, hits mostly inhibitors | GLS enzymatic activity, qHTS titration | 410,000 tested, 0.21% active | Glutaminase kidney isoform, mitochondrial (Homo sapiens), O94925; also: potency is read from the fitted curve at half-maximal effect; % is scaled to controls: 0 for no effect and ±100 for the full control effect
Target sequence (O94925 whole entry, looked up, canonical isoform): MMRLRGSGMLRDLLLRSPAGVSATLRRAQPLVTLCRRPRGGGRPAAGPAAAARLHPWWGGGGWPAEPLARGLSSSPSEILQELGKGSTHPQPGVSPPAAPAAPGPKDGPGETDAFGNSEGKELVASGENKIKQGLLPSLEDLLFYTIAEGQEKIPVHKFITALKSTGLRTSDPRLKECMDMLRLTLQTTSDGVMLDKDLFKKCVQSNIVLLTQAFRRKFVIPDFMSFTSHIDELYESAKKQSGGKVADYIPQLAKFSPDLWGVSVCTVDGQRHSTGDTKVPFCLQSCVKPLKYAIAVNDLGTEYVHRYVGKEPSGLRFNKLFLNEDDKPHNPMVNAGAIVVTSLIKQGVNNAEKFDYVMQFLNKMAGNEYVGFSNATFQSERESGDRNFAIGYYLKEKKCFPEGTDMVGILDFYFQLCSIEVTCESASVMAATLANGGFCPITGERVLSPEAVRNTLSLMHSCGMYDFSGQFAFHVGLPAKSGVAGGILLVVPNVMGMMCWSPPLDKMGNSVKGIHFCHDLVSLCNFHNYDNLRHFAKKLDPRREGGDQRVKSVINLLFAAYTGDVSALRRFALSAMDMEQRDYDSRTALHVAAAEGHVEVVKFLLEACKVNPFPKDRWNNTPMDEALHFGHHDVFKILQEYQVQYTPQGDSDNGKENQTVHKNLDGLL
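Coupled fluorescence readout: glutamate oxidase/HRP/Amplex Red detect glutamate formed by hKGA from L-glutamine (1 mM solution added). Buffer 45 mM KH2PO4 pH 8.2, 0.02% Tween-20; reads at t0 and 30 min RT.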
Pin1 inh: qHTS Assay to Find Inhibitors of Pin1; Peptidyl-prolyl cis-trans isomerase NIMA-interacting 1 (Homo sapiens), Q13526; Pin1 FP peptide displacement, HiFluor488, 10 min; Potency, µM (series often up to 115 µM), without a hit: top-dose activity, negative = inhibition, hits mostly inhibitors; 390,000 tested, 0.009% active; active = well fitted inhibition curve with a large enough effect in the polarisation, with a control signal flat, not every such curve was filed as active; inconclusive = small, poorly fitted or top-dose-only effect, or effect the other way, or a change in a side signal; inactive = no such curve, though single readings can be large or run the other way; the % refers to the polarisation; also: potency is read from the fitted curve at half-maximal effect; % is scaled to controls: 0 for no effect and ±100 for the full control effect
Target sequence (Q13526 whole entry, looked up): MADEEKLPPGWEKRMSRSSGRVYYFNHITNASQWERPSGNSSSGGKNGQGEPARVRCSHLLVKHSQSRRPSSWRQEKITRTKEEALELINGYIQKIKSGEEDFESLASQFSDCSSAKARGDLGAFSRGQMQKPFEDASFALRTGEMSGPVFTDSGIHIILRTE
Starred values were filed as active, the others as inactive; [ ] = another dose, or the depositor's remark. Unless noted, calls follow the shape of the dose curve; as a rule, active = well fitted curve in the direction sought with a large enough effect; inconclusive = small, poorly fitted or top-dose-only effect, or another doubt; inactive = no such curve, though single readings can be large; an effect the other way counts as inactive or inconclusive. Not all compounds are listed (hit frequency here may not be typical).

For Cc1nn(-c2ccc(N3CCCC3)nn2)c(C)c1CCC(=O)N1CCN(c2ccc(F)cc2)CC1 the results were HP1b chromo inh 110%[activator], TrxR1 substrate 2%[57.1 µM], PGK inhibitor inactive, USP1-UAF1 inh -8%, PI4K2A block -9, TrxR1 inh 8%[57.1 µM], mIDH1 inhibitor 0%, GLS inh 1% and Pin1 inh -1%.
For Cc1cc(C)cc(NC(=O)c2cccc(NC(=O)c3ccco3)c2)c1 the results were HP1b chromo inh 42%[activator], TrxR1 substrate -9%, PGK inhibitor -3%, USP1-UAF1 inh -13%, PI4K2A block 0, TrxR1 inh 12%, mIDH1 inhibitor -8%, GLS inh -3% and Pin1 inh 0%.
Screening C[C@H](CO)N1C[C@H](C)[C@@H](CN(C)Cc2ccc(C(F)(F)F)cc2)OCc2cnnn2CCCC1=O returned PGK inhibitor 2%, USP1-UAF1 inh -9%, PI4K2A block 0, mIDH1 inhibitor -1% and GLS inh 6%.
For N#Cc1cccc(CS(=O)(=O)c2ccc(Cl)cc2)c1 the results were HP1b chromo inh 29%, TrxR1 substrate 2%, PGK inhibitor -5%, USP1-UAF1 inh -19%, PI4K2A block -3, TrxR1 inh 26%, mIDH1 inhibitor -4%, GLS inh -1% and Pin1 inh 3%.
For COC(=O)[C@@](C)(O)C1(C(=O)SC(C)(C)C)CC1 the results were HP1b chromo inh 53%[activator], TrxR1 substrate 8%, PGK inhibitor -8%, USP1-UAF1 inh -21%, PI4K2A block -4, TrxR1 inh 13%[57.1 µM], mIDH1 inhibitor 19%, GLS inh -3% and Pin1 inh -9%.
COC(=O)C(Cc1ccc(OC(=O)c2ccc(Cl)cc2)cc1)N1Cc2ccccc2C1=O (centres undefined) was read as HP1b chromo inh 13%, TrxR1 substrate -11%, PGK inhibitor 1%, USP1-UAF1 inh -3%, PI4K2A block 6, TrxR1 inh 27%[57.1 µM], mIDH1 inhibitor 5%, GLS inh 1% and Pin1 inh inconclusive.
Cc1cc(OCC(=O)N2CCN(c3ncccn3)CC2)ccc1Cl was read as HP1b chromo inh 22%, TrxR1 substrate -5%, PGK inhibitor -10%, USP1-UAF1 inh 0%, PI4K2A block 3, TrxR1 inh -11%, mIDH1 inhibitor 7%, GLS inh 0% and Pin1 inh 0%.
For CCOc1ccc2nc(NC(=O)c3ccc(C)o3)sc2c1 the results were HP1b chromo inh 21%, TrxR1 substrate 65%, PGK inhibitor -12%, USP1-UAF1 inh -20%, PI4K2A block -25, TrxR1 inh 19%[57.1 µM], mIDH1 inhibitor 6%, GLS inh -8% and Pin1 inh 67%[activator].
N#CCCN(C(=O)COC(=O)c1cccc(S(=O)(=O)N2CCCC2)c1)c1ccc(F)cc1 was read as HP1b chromo inh 41%[activator], TrxR1 substrate 0%, PGK inhibitor 3%, USP1-UAF1 inh -13%, PI4K2A block 3, TrxR1 inh 4%, mIDH1 inhibitor 9%, GLS inh -2% and Pin1 inh 2%.
Screening Cc1ccc(NC(=S)/N=C(\N)Nc2nc(C)c3cc(C)c(C)cc3n2)cc1C returned HP1b chromo inh -7%, TrxR1 substrate -2%[57.1 µM], PGK inhibitor 2%, USP1-UAF1 inh -21%, PI4K2A block 5, TrxR1 inh 6%[57.1 µM], mIDH1 inhibitor -8%, GLS inh 6% and Pin1 inh 30%[activator].
For COC(=O)c1cc(N2C(=O)C3C4C=CC(CC4)C3C2=O)ccc1Cl (centres undefined) the results were HP1b chromo inh 37%[activator], TrxR1 substrate -7%[57.1 µM], PGK inhibitor 5%, USP1-UAF1 inh 1%, PI4K2A block -3, TrxR1 inh -6%[57.1 µM], mIDH1 inhibitor -5%, GLS inh 1% and Pin1 inh 3%.
`Cc1cc(=O)oc2cc(OCc3nnc(-c4ccccc4Br)o3)ccc12` gave HP1b chromo inh 27%, TrxR1 substrate 54%[activator], PGK inhibitor -7%, USP1-UAF1 inh -11%, PI4K2A block 1, TrxR1 inh 7%, mIDH1 inhibitor 10%, GLS inh -4% and Pin1 inh 41%[activator].
Screening Nn1c(SCc2ccccc2F)nnc1-c1ccccn1 returned HP1b chromo inh 29%, TrxR1 substrate 1%[57.1 µM], PGK inhibitor -3%, USP1-UAF1 inh -2%, PI4K2A block -4, TrxR1 inh -4%[57.1 µM], mIDH1 inhibitor 0%, GLS inh 6% and Pin1 inh -1%.
Screening CCOC(=O)C1CCN(C(=O)COc2ccc3c(C)cc(=O)oc3c2)CC1 returned HP1b chromo inh 7%, TrxR1 substrate 40%[activator][57.1 µM], PGK inhibitor 0%, USP1-UAF1 inh -9%, PI4K2A block 3, TrxR1 inh 10%[57.1 µM], mIDH1 inhibitor 0%, GLS inh 1% and Pin1 inh 5%.
For COc1ccc(C(C[N+](=O)[O-])C2(c3ccc(OC)c(OC)c3)C(=O)c3ccccc3C2=O)cc1 (centres undefined) the results were HP1b chromo inh 13%, TrxR1 substrate 8%, PGK inhibitor inactive, USP1-UAF1 inh -11%, PI4K2A block 1, TrxR1 inh inconclusive, mIDH1 inhibitor 9%, GLS inh 7% and Pin1 inh 0%.
For O=c1[nH]c(Cc2ccccc2Cl)nc2ccccc12 the results were HP1b chromo inh 1%, TrxR1 substrate -7%[57.1 µM], PGK inhibitor -6%, USP1-UAF1 inh -12%, PI4K2A block -1, TrxR1 inh -9%[57.1 µM], mIDH1 inhibitor -4%, GLS inh 6% and Pin1 inh -10%.
Screening Cc1c[n+]([O-])n(-c2ccc(C(=O)O)cc2)n1 returned HP1b chromo inh 6%, TrxR1 substrate 11%[57.1 µM], PGK inhibitor 5%, USP1-UAF1 inh -8%, PI4K2A block -2, TrxR1 inh 14%[57.1 µM], mIDH1 inhibitor -1%, GLS inh -1% and Pin1 inh -3%.
`CC1(C)CC(=O)c2cc(OCC(=O)NCCCN3CCN(c4ccc(F)cc4)CC3)ccc2O1` gave HP1b chromo inh 0%, TrxR1 substrate 35%[activator], PGK inhibitor 3%, USP1-UAF1 inh -15%, PI4K2A block 1, TrxR1 inh 10%, mIDH1 inhibitor 4%, GLS inh 25% and Pin1 inh 3%.
Screening N/C(=N\NS(=O)(=O)c1ccccc1)c1ccccn1 returned HP1b chromo inh 16%, TrxR1 substrate 11%[57.1 µM], PGK inhibitor -9%, USP1-UAF1 inh -6%, PI4K2A block -1, TrxR1 inh 24%[57.1 µM], mIDH1 inhibitor 7%, GLS inh 0% and Pin1 inh -4%.
`O=C1CC(c2ccccc2)CC(O)=C1C=NCc1ccccc1Cl` (centres undefined) gave HP1b chromo inh 40%[activator], TrxR1 substrate 1%, USP1-UAF1 inh -1%, PI4K2A block -2, TrxR1 inh 19%, mIDH1 inhibitor 0%, GLS inh 3% and Pin1 inh -10%.
For O=c1c(Cl)c(NCCO)ncn1-c1ccccc1 the results were HP1b chromo inh 25%, TrxR1 substrate 3%, PGK inhibitor 1%, USP1-UAF1 inh -5%, PI4K2A block 4, TrxR1 inh 7%, mIDH1 inhibitor 6%, GLS inh 10% and Pin1 inh -4%.
`CC(=O)NC(NC(=S)Nc1ccccc1Br)C(Cl)(Cl)Cl` (centres undefined) gave HP1b chromo inh -4%, TrxR1 substrate 4%[57.1 µM], PGK inhibitor 9%, USP1-UAF1 inh -20%, PI4K2A block 4, TrxR1 inh -1%[57.1 µM], mIDH1 inhibitor 6%, GLS inh -17% and Pin1 inh 12%.
`COc1ccc(N2CCN(CC(=O)Nc3cc(C)on3)CC2)cc1` gave HP1b chromo inh inconclusive, TrxR1 substrate 8%[57.1 µM], PGK inhibitor 0%, USP1-UAF1 inh -10%, PI4K2A block 12, TrxR1 inh 9%[57.1 µM], mIDH1 inhibitor 4%, GLS inh 56%[activator] and Pin1 inh -2%.
Screening O=C(O)C(c1ccccc1)C1(O)CCCCC1 (centres undefined) returned HP1b chromo inh 39%[activator], TrxR1 substrate 0%, PGK inhibitor -1%, USP1-UAF1 inh -9%, PI4K2A block -2, TrxR1 inh 19%, mIDH1 inhibitor -2%, GLS inh -3% and Pin1 inh -2%.
COC1c2ccccc2C(=O)N1CCc1ccc(Cl)cc1 (centres undefined) was read as HP1b chromo inh 77%[activator], TrxR1 substrate 2%, PGK inhibitor 3%, USP1-UAF1 inh -23%, PI4K2A block 2, TrxR1 inh 26%, mIDH1 inhibitor -3%, GLS inh -1% and Pin1 inh -2%.
